Bioassay records from PubChem BioAssay.
14-3-3g Raf = modulators of 14-3-3 gamma protein binding, primary screen, biochemical, fluorescence polarization; 14-3-3 protein gamma (Homo sapiens), P61981; 160,000 compounds, 0.19% hits; FP, 14-3-3gamma / TMR-pS259-Raf peptide binding; inhibition, % at 40 µM; in the data active = inhibition above about 30%;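 also: 0% = protein plus tracer without compound and 100% = blank with tracer alone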
Target sequence (P61981 whole entry, looked up): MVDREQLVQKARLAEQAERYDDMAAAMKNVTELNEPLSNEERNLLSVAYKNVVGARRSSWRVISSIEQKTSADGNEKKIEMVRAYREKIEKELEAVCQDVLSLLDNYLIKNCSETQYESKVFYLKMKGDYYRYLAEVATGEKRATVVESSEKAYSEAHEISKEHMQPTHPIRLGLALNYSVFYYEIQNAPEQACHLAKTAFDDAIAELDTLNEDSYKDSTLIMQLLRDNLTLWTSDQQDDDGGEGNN
* marks the source's active call; other numbers are inactive results; & = joins results of further samples. A portion of the library; rates above refer to the full screens.

No.	14-3-3g Raf	SMILES
1	0	Cc1cccc(N2CCN(C(=O)CS(=O)(=O)Cc3nc(-c4ccccc4F)oc3C)CC2C)c1 (stereo unspecified)
2	-87	Cc1cccc(OCc2nnc(SCc3nc4cc(C(F)(F)F)ccc4c(=O)[nH]3)o2)c1
3	5	CCOc1ccc(S(=O)(=O)Nc2ccc(OC)cc2)cc1
4	-2	CCCC(=O)c1ccc(N2CCN(C(=O)c3ccc(Br)cc3)CC2)c(F)c1
5	1	Cn1cc(N)c(C(=O)Nc2ccc3c(c2)C(=O)NC3=O)n1
6	3	CC1CC(C)CN(CCCNC(=O)Cn2ncc3c(=O)oc4ccccc4c32)C1 (stereo unspecified)
7	0	Cc1ccc(NC(=O)c2ccccc2Cl)c([N+](=O)[O-])c1
8	-6	CC(=O)Nc1ccc(NC(=O)CSc2nc3ccccc3s2)cc1
9	-4	CCC(=O)N1c2ccc(S(=O)(=O)CCC(=O)Nc3ccc(C(F)(F)F)cc3)cc2CC1C (stereo unspecified)
10	-2	COc1ccc(NC(=O)CSc2nc3ccccc3c(=O)n2CCNC(C)=O)c(OC)c1
11	-1	COc1cc2c(cc1OC)C(C(=O)Nc1ccccc1F)C(c1cccs1)N(C)C2=O (stereo unspecified)
12	-12	CCOC(=O)c1cnc2c(C)cc(Cl)cc2c1NCCN(C)C
13	-16	Cc1ccc(-c2nnc(Nc3ccc(Br)cc3)c3ccccc23)cc1S(=O)(=O)NCCO
14	5	CCOc1cc(CN2CCN(C3CCN(Cc4ccccc4)CC3)CC2)ccc1OC
15	0	Cc1cccc(N2COc3cc(C)c(Cl)c(C)c3C2)c1
16	-6	Cc1ccc(-n2ncc3c(=O)n(CC(=O)NC4CCCC4)cnc32)cc1C
17	-4	CC(C)CNC(=O)c1ccccc1NC(=O)CN(c1ccc2c(c1)OCCO2)S(C)(=O)=O
18	-8	CC(C)c1ccc(S(=O)(=O)N2CCN(CC(=O)c3ccc(O)c(O)c3)CC2)cc1
19	-6	COc1cc2c(cc1OC)C(C(=O)NCCN1CCOCC1)C(c1ccccc1F)N(C)C2=O (stereo unspecified)
20	-18	COCCNC(=O)Cn1cnc2sc(C)c(C)c2c1=O

Records 1 to 5, reprinted for reference:
No.	14-3-3g Raf	SMILES
1	0	Cc1cccc(N2CCN(C(=O)CS(=O)(=O)Cc3nc(-c4ccccc4F)oc3C)CC2C)c1 (stereo unspecified)
2	-87	Cc1cccc(OCc2nnc(SCc3nc4cc(C(F)(F)F)ccc4c(=O)[nH]3)o2)c1
3	5	CCOc1ccc(S(=O)(=O)Nc2ccc(OC)cc2)cc1
4	-2	CCCC(=O)c1ccc(N2CCN(C(=O)c3ccc(Br)cc3)CC2)c(F)c1
5	1	Cn1cc(N)c(C(=O)Nc2ccc3c(c2)C(=O)NC3=O)n1

(cont.)
No.	14-3-3g Raf	SMILES
21	-6	O=[N+]([O-])c1cccc(-c2noc(C(F)(F)F)n2)c1
22	-42	O=C1C(=O)N(c2nccs2)C(c2cccs2)/C1=C(\O)c1ccc(Cl)cc1 (stereo unspecified)
23	8	CCC(=O)N1N=C(c2c(-c3ccccc3)c3cc(Cl)ccc3[nH]c2=O)CC1c1ccc(N(C)C)cc1 (stereo unspecified)
24	-6	COc1ccccc1NC(=O)CCc1nc(-c2cccs2)no1
25	1	CC(=O)OCc1cnc(C)c2oc(=Nc3ccc(Oc4ccccc4)cc3)c(C(=O)Nc3ccc(C)cc3)cc12
26	0	CN(C)c1ccc(CN(C(=O)COc2ccc(Br)cc2)C2CCS(=O)(=O)C2)cc1 (stereo unspecified)
27	1	CN(C(=O)Cn1c(=O)n(C2CCCC2)c(=O)c2ccccc21)C1CCCCC1
28	-6	O=C(CN1C(=O)c2ccccc2C1=O)Nc1ccc(Br)c(C(=O)c2ccccc2Cl)c1
29	-2	Cc1ccc([N+](=O)[O-])cc1S(=O)(=O)N1CCOCC1
30	2	CCOc1cccc(C(=O)Nc2cccc(-c3nnc(-c4ccccc4)o3)c2)c1
31	8	CC(C)COc1ccc(-c2nnn(CC(=O)N3CCCC3)n2)cc1
32	-1	Cc1cccc(NC(=O)c2ccc(NC(=O)c3ccccc3Br)cc2)c1
33	0	O=C(CN1C(=O)C2CC=CCC2C1=O)NC1=NCCS1 (stereo unspecified)
34	-3	CCN(CC)c1ccc(C2Nc3ccc(C(=O)c4ccccc4)cc3NC3=C2C(=O)CC(C)(C)C3)cc1 (stereo unspecified)
35	-4	O=C(NCN1CCCCC1)c1cccnc1
36	-9	CC12CC(NC(=O)N1c1cccc(C(=O)NC3CCCC3)c1)c1ccccc1O2 (stereo unspecified)
37	-49	O=C1C2=C(Nc3ccccc3SC2c2ccc(O)cc2)c2ccccc21 (stereo unspecified)
38	-11	COc1ccc(C(=O)Nc2ccc(-c3cc4ccccc4oc3=O)c(C)c2)cc1[N+](=O)[O-]
39	-10	Cc1ccc(NC(=O)CCNS(=O)(=O)c2ccc3c(c2)oc(=O)n3C)c(C)c1
40	-8	O=C(NCC1CCCO1)c1ccc2c(=O)n(Cc3cccc(Br)c3)c(=S)[nH]c2c1 (stereo unspecified)
41	-5	COc1cccc2cc(-c3nnc(Nc4ccccc4)s3)c(=O)oc12
42	143*	N#Cc1c(N2CCCCCC2)ncc2cc3ccccc3nc12
43	-7	O=C(OCCN1CCCCC1)c1c[nH]c2ccccc12
44	4	CCCc1[nH]nc2c1C(C1CC=CCC1)C(C#N)=C(N)O2 (stereo unspecified)
45	-13	Cc1ccc(-c2cc(C(F)(F)F)c(C#N)c(SCCC#N)n2)o1
46	-7	Cc1onc(-c2ccccc2Cl)c1-c1nc(-c2ccccn2)no1
47	-6	Cc1ccccc1OCC(=O)Nc1sc2c(c1C(=O)OC(C)C)CCCC2
48	-2	CCOC(=O)c1c(NC(=O)CSc2nnnn2-c2ccc3c(c2)OCO3)sc(C)c1C
49	-10	Cc1ccc(S(=O)(=O)Nc2nc3ccc(S(C)(=O)=O)cc3s2)cc1
50	-7	COc1ccc(N2C(=O)CSC2c2ccc(SC)cc2)cc1Cl (stereo unspecified)
51	-5	O=C(NCc1ccccc1)c1ccc2c(=O)n(CCCN3CCCC3=O)c(=S)[nH]c2c1
52	6	Cc1cc(C)c(C#N)c(SCSc2ccc(C(C)(C)C)cc2)n1
53	-3	COC(=O)c1sc2nc(-c3ccccc3)cc(-c3ccccc3)c2c1N
54	-11	O=C(Nc1cc([N+](=O)[O-])ccc1Cl)c1cnc2n(c1=O)CCS2
55	-2	Cc1ccc2nc(NC(=O)CSc3nccn3-c3cccc(C)c3C)sc2c1
56	-8	CCOCCCNC(=O)c1c[nH]c2ccc(S(=O)(=O)Nc3cccc(OC)c3)cc2c1=O
57	-2	CCc1ccc(NC(=O)c2cnc(Nc3ccc(OC)cc3)c3ccccc23)cc1
58	0	CCOc1ccc(C2C3=C(CC(C)(C)CC3=O)Nc3nc(C(F)(F)F)nn32)cc1OC (stereo unspecified)
59	-14	COc1ccc(N2CSC3=C(C#N)C(c4cc(OC)ccc4OC)CC(=O)N3C2)c(OC)c1 (stereo unspecified)
60	-1	C/C=C/CSc1nc2c(c(=O)[nH]c(=O)n2C)n1Cc1ccc(C)cc1
61	-3	COC(=O)c1cc(Br)c(=O)n(CC(C)C)c1
62	-2	COc1ccc(Cl)cc1Nc1nc(N)nc(CC(=O)CSc2ccc(C)cc2)n1
63	3	CCC(C)(C)n1nnnc1C(c1ccccc1OC)N1CCSCC1 (stereo unspecified)
64	2	O=C(Nc1cc(Br)cc2cccnc12)C12CC3CC(CC(C3)C1)C2
65	-6	COc1cc(C=Nc2ccc3c(c2)OCCOCCOCCO3)cc(Br)c1O
66	-2	CCOC(=O)c1c(C)oc2ccc(N(C(C)=O)S(=O)(=O)c3cccc([N+](=O)[O-])c3)cc12
67	-15	COc1ccc(OC)c(S(=O)(=O)Nc2cnc3ccccc3c2)c1
68	8	O=c1[nH]c(N2CCN(c3ccccc3)CC2)nc2c1CCC2
69	-8	CSc1ccccc1NC(=O)c1ccc(N2CC3CC(C2)c2cccc(=O)n2C3)c(NC(=O)c2ccc(Br)o2)c1 (stereo unspecified)
70	-11	COc1ccc(-c2cc3nc(C)c(CCC(=O)NCc4ccco4)c(C)n3n2)c(OC)c1
71	-2	CCOC(=O)C1=C(C(=O)OCC)SC(=C2C(=S)C(C)(C)N(C(=O)CC(C)C)c3ccccc32)S1
72	-9	O=C(C1CCCCC1)N1CCN(c2ccccn2)CC1
73	-6	ICC1CSc2nncn21 (stereo unspecified)
74	-1	CCC(C)NC(=O)C(NC(=O)c1ccc(C23CC4CC(CC(C4)C2)C3)cc1)C(C)C (stereo unspecified)
75	-3	O=C(Nc1ncc(Cc2cccc([N+](=O)[O-])c2)s1)c1ccco1
76	0	CSc1nnc(Cn2c(=O)sc3ccccc32)n1C
77	1	Fc1ccc(-c2nnc3ccccn23)cc1
78	1	CC(NC(=O)NCc1cccnc1)(C(F)(F)F)C(F)(F)F
79	4	Cc1ccccc1NC1C=CS(=O)(=O)C1 (stereo unspecified)
80	-6	COc1ccc(NS(=O)(=O)c2ccc(OCC(=O)N3CCCC3)cc2)cc1

(list continues)
No.	14-3-3g Raf	SMILES
81	-2	Cc1ccc(S(=O)(=O)c2cc3c(=O)n4cccc(C)c4nc3n(Cc3ccco3)c2=N)cc1C
82	-1	CCC1CCCCN1C(=O)Cn1c(=O)n(-c2cc(OC)c(OC)c(OC)c2)c(=O)c2ccccc21 (stereo unspecified)
83	-8	Cc1ccc(S(=O)(=O)N2CCC(C(=O)N[C@H](C(=O)NCc3ccco3)C(C)C)CC2)cc1
84	-3	O=C(CN1C(=O)c2ccccc2C1=O)NCC1COc2ccccc2O1 (stereo unspecified)
85	-5	Cc1ccc(CNC(=O)CSc2nc3c(sc(=S)n3Cc3ccco3)c(=O)n2-c2ccc(F)cc2)cc1
86	1	CCOC(=O)C1=C(C)NC2=C(C(=O)CCC2)C1c1ccccc1OCC (stereo unspecified)
87	-11	C=CCNc1nc(C)nc2c1sc1nc3c(cc12)COC(C)(C)C3
88	-7	O=C1c2ccccc2C(=O)N1CCSc1nc2sc3c(c2c(=O)n1-c1ccccc1)CCC3
89	-6	Cc1ccc(C(=O)Nc2cccc(C(=O)O)c2)cc1S(=O)(=O)Nc1ccc(Br)cc1
90	-17	Cc1c(Sc2nc3ccccc3s2)c(=O)[nH]c2cc3c(cc12)OCO3
91	-1	CC12C=CC3(O1)C(C(=O)N(CCC1=CCCCC1)C3C(=O)NC1CCCCC1)C2C(=O)Nc1ccc(F)cc1 (stereo unspecified)
92	2	Cc1ccccc1C(=O)N1N=C(c2ccc(F)cc2)CC1(O)C(F)(F)F (stereo unspecified)
93	-6	CCOc1ccc(C)cc1S(=O)(=O)Nc1cccnc1
94	-8	c1ccc(CN(Cc2ccco2)C(c2ccncc2)c2nnnn2C2CCCC2)cc1 (stereo unspecified)
95	-6	CC1=CC(=C(C#N)c2nc3ccccc3s2)C=C(C)N1Cc1ccco1
96	-7	Cc1nc2cc(NC(=O)c3ccc(Br)cc3)ccc2n1-c1ccccc1
97	-2	Cc1ccc(C(C)C)cc1S(=O)(=O)NCc1ccccn1
98	-9	CN1CC(=O)N/C1=N\C(=O)Nc1ccc2c(c1)N(C)C(=O)CS2
99	7	CN(C(=O)c1ccccc1C(=O)c1ccccc1)C1CCS(=O)(=O)C1 (stereo unspecified)
100	0	COC(=O)C1=C(C)Nc2c(c(=O)n(C)c(=O)n2C)C1c1ccc(OC)cc1 (stereo unspecified)

7 compounds drawn at random from the list so far:
No.	14-3-3g Raf	SMILES
92	2	Cc1ccccc1C(=O)N1N=C(c2ccc(F)cc2)CC1(O)C(F)(F)F (stereo unspecified)
88	-7	O=C1c2ccccc2C(=O)N1CCSc1nc2sc3c(c2c(=O)n1-c1ccccc1)CCC3
93	-6	CCOc1ccc(C)cc1S(=O)(=O)Nc1cccnc1
96	-7	Cc1nc2cc(NC(=O)c3ccc(Br)cc3)ccc2n1-c1ccccc1
91	-1	CC12C=CC3(O1)C(C(=O)N(CCC1=CCCCC1)C3C(=O)NC1CCCCC1)C2C(=O)Nc1ccc(F)cc1 (stereo unspecified)
81	-2	Cc1ccc(S(=O)(=O)c2cc3c(=O)n4cccc(C)c4nc3n(Cc3ccco3)c2=N)cc1C
84	-3	O=C(CN1C(=O)c2ccccc2C1=O)NCC1COc2ccccc2O1 (stereo unspecified)

(continued)
No.	14-3-3g Raf	SMILES
101	5	Cc1ccc(-n2nc3c(c2NC(=O)c2ccc([N+](=O)[O-])cc2)CSC3)c(C)c1
102	-4	COC(=O)c1[nH]c(C)c(/C(O)=C2\C(=O)C(=O)N(CCN(C)C)C2c2ccc(C)o2)c1C (stereo unspecified)
103	5	Cc1ccc(C(=O)NCCN(C)C)c(C)c1
104	-8	C=CCn1c(C)c(C(C)=O)c(N2CCCC2)nc1=S
105	0	COC(=O)c1cc(NC2c3ccccc3C(=O)N2c2ccc(Cl)cn2)cc(C(=O)OC)c1 (stereo unspecified)
106	-20	CCOC(=O)CCSc1nc(C)cc(C(F)(F)F)c1C#N
107	-4	OC(COc1ccccc1Cl)Cn1cnc2ccccc21 (stereo unspecified)
108	-1	Brc1cccc(C2Oc3ccccc3C3CC(c4cccs4)=NN32)c1 (stereo unspecified)
109	-11	CCOc1ccc(Nc2cc(C)nc3ncnn23)cc1
110	-5	CCC(=O)N1c2ccccc2NC2=C(C(=O)CC(C)(C)C2)C1c1ccc(-c2ccc([N+](=O)[O-])cc2C)o1 (stereo unspecified)
111	2	COC1(OC)N=C(NC(=O)Nc2ccccc2)C2(C#N)C(c3ccccc3)C12C#N (stereo unspecified)
112	-8	CCOC(=O)c1sc(NC(=O)c2ccc(Br)cc2)nc1-c1ccccc1
113	-10&-6	O=C(NCCN1CCN(c2ccccc2F)CC1)C1c2ccccc2C(=O)N2CCc3ccccc3C12 (stereo unspecified)
114	-21	CCOC(=O)c1[nH]c(C)c(CN(Cc2ccco2)S(=O)(=O)CC)c1C
115	-1&1	CC1CCN(C(=O)CNC(=O)Cn2ccc3ccccc3c2=O)CC1
